Screening results from PubChem.
SW480 rerep = inducers of DNA re-replication in SW480 colon cancer cells | SW480 DNA re-replication, Hoechst DNA content imaging, 48 h | Potency, µM (series often up to 46.1 µM), for the others: top-dose re-replication activation, hits mostly activators | 1.8% of 340,000 active | AID 624297; also: potency is read from the fitted curve at half-maximal effect; % of control where 0% means no effect; nearly all actives have a fitted effect of over 55% in size
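Image-based read-out: total Hoechst fluorescence of nuclei (405 nm excitation, 500-530 nm emission), with hits raising the fraction of high-intensity nuclei. SW480 colon cells incubated 48 hr with compounds at 37 C.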
IL1B secr inh = blocks inflammasome-driven IL-1 beta release; 4.7% of 360,000 active; THP-1 LPS/ATP IL-1B secretion, AlphaLISA, 16 h; hits give low values; activity change, % at 57.5 µM; in the data active = activity change below about -50%; inconclusive = mostly about -30% to -49%; also: % is scaled to controls: 0 for no effect and ±100 for the full control effect
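THP-1 cells pretreated 1 hr with compounds (up to 57.5 uM final), then stimulated with LPS (250 ng/mL final) plus ATP (1.25 mM final); secreted IL-1B measured by AlphaLISA after 16 hr, decreased signal indicating inhibition.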
HT1080 IDH1KD tx = kills HT-1080 cells with IDH1 knockdown; 2% of 360,000 active; AID 686971; Potency, µM (top dose mostly 46.1 µM), for inactives: at the top dose activity, negative = toxicity, hits mostly cytotoxic; HT-1080 IDH1 knockdown viability, ATP luminescence, 48 h;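 also: potency is read from the fitted curve at half-maximal effect; 0% = DMSO wells and -100% = cell-free medium wells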
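Cytotoxicity counter-line: IDH1KD HT-1080, 48 h, CellTiter-Glo. Curves classed by r2, magnitude and activity.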
MCF10A rereplic = induces DNA re-replication in MCF 10a normal breast cells. MCF 10A DNA re-replication, Hoechst nuclear intensity, 48 h. Potency, µM (titrated, usually from 46.1 µM), inactives show at the highest dose activity, positive = re-replication, hits mostly activators. 2.9% of 350,000 active; also: potency is read from the fitted curve at half-maximal effect; % of control where 0% means no effect; nearly all actives have a fitted effect of over 50% in size
HT1080-NT tox = kills 2HG-producing HT-1080-NT fibrosarcoma cells. HT-1080-NT fibrosarcoma viability, CellTiter-Glo ATP luminescence, 48 h. Potency, µM (doses to about 46.1 µM), without a hit: top-dose activity, negative = less viability, most hits filed as cytotoxic. 1.6% of 360,000 active;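 also: NT is the 2HG producing partner of a matched IDH1 knockdown line; potency is read from the fitted curve at half-maximal effect; 0% = DMSO-treated cells and -100% = media-only wells without cells; nearly all actives have a fitted effect of over 55% in size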
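Compounds were tested in concentration-response format on HT-1080-NT cells for 48 hours at 37 degrees C. Cell viability came from CellTiter-Glo luminescence; curves were classified by r2, response magnitude and activity.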
KB-3-1 tox = kills parental KB-3-1 adenocarcinoma cells; KB-3-1 viability, CellTiter-Glo ATP luminescence, 72 h; 1.4% of 400,000 active; Potency, µM (top dose mostly 46.1 µM), for the others: at the highest dose activity change, negative = cytotoxic, hits mostly cytotoxic; also: potency is read from the fitted curve at half-maximal effect; % is scaled to controls: 0 for no effect and ±100 for the full control effect; nearly all actives have a fitted effect of over 60% in size
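Parental KB-3-1 adenocarcinoma cells in phenol-red-free DMEM with 10% FBS were pin-treated with compounds at several concentrations, incubated 72 h at 37 °C, and viability read by CellTiter-Glo luminescence; concentration-effect curves were fitted after normalization.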
WRN inhibitor = blocks human WRN helicase; Q14191; WRN helicase unwinding, fluorescent forked duplex, kinetic; Potency, µM (top dose mostly 114 µM), for the others: at the top dose activity change, negative = inhibition, usual class: inhibitors; 0.46% of 360,000 active; AID 651768; also: potency is read from the fitted curve at half-maximal effect; % is scaled to controls: 0 for no effect and ±100 for the full control effect; nearly all actives have a fitted effect of over 55% in size
Target sequence (Q14191 whole entry, looked up): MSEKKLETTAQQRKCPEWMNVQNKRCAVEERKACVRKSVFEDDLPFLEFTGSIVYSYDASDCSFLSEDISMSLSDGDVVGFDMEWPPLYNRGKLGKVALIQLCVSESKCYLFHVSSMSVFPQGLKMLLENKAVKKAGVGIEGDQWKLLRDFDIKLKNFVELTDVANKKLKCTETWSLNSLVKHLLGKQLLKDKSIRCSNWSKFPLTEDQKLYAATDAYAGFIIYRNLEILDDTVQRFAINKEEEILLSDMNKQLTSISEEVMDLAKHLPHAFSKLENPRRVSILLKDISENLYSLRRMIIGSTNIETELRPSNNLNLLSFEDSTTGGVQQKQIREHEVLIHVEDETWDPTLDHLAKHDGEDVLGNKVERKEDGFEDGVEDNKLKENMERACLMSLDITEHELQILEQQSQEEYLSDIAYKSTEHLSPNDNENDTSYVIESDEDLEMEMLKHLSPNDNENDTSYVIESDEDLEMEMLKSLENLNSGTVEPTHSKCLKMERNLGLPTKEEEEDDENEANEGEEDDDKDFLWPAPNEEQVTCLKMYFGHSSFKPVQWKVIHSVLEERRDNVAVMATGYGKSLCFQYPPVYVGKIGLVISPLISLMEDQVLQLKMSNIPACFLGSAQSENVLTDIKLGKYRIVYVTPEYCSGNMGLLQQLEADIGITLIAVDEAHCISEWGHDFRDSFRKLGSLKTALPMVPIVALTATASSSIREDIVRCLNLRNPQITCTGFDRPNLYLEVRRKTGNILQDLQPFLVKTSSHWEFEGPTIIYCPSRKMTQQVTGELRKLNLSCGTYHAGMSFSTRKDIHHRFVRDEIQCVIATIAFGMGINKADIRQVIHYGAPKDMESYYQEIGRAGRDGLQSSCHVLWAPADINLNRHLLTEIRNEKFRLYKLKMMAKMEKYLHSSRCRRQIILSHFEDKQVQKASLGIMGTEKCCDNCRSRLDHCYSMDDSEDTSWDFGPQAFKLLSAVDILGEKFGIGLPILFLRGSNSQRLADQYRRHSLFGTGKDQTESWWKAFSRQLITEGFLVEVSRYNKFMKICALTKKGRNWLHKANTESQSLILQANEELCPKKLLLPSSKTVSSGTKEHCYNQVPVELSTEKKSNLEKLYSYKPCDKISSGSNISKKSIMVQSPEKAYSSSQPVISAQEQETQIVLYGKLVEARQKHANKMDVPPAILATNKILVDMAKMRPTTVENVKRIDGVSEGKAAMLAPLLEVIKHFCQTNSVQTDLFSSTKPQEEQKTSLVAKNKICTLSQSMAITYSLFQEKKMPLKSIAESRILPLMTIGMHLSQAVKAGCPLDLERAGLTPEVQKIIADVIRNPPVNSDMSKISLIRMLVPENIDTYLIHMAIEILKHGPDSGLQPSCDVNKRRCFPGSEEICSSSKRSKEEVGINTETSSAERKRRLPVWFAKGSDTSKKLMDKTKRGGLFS
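Enzyme (20 nM final) and test compound sit together 15 min at room temperature before substrate addition. Substrate is a single-forked duplex oligonucleotide (100 nM) labelled with fluorophore and quencher, with 2 mM ATP; helicase unwinding raises red fluorescence, read kinetically.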
KB-V1 cytotox = kills drug-selected multidrug resistant KB-V1 cells | KB-V1 MDR cells viability, CellTiter-Glo, 72 h | Potency, µM (titrated, usually from 46.1 µM), inactives show top-dose activity change, negative = cytotoxicity, hits mostly cytotoxic | 3.4% of 400,000 active | AID 1347076; also: potency is read from the fitted curve at half-maximal effect; % is scaled to controls: 0 for no effect and ±100 for the full control effect; nearly all actives have a fitted effect of over 60% in size
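KB-V1 MDR subline cells in DMEM (phenol-red free, 10% FBS) exposed to compounds in qHTS concentration series for 72 h at 37 degrees C. Viability read by CellTiter-Glo luminescence; concentration-effect curves fitted after normalization and correction.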
ATXN2 expr inh = inhibitors of ATXN2 expression; Potency, µM (top dose mostly 57 µM), for the others: at the highest dose activity change, negative = inhibition, hits mostly inhibitors; HEK-293 ATXN2-luciferase reporter, luminescence, 24 h; AID 1745845; 0.72% of 360,000 active; also: potency is read from the fitted curve at half-maximal effect; % is scaled to controls: 0 for no effect and ±100 for the full control effect; nearly all actives have a fitted effect of over 55% in size
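ATXN2-luciferase reporter cells (luciferase flanked by upstream and downstream ATXN2 gene portions) were treated 24 h at 37 °C with compounds at up to 57 uM. SteadyGlo luminescence gave expression; GF-AFC fluorescence gave viability.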
* = called active by the depositor; ? = inconclusive; nt = no result given; [ ] = dose if it differs, or a comment. Unless noted, calls follow the shape of the dose curve; as a rule, active = well fitted curve in the direction sought with a large enough effect; inconclusive = small, poorly fitted or top-dose-only effect, or another doubt; inactive = no such curve, though single readings can be large; an effect the other way counts as inactive or inconclusive.

molecule,SW480 rerep,IL1B secr inh,HT1080 IDH1KD tx,MCF10A rereplic,HT1080-NT tox,KB-3-1 tox,WRN inhibitor,KB-V1 cytotox,ATXN2 expr inh
O=c1[nH]c(C2CCN(S(=O)(=O)c3cccc(C(F)(F)F)c3)CC2)nc2c1nnn2Cc1cccc(F)c1,4%,-68*,21µM*,?,21µM*,?,1%,?,?
CCc1nc2c(OCc3ccc(F)c(F)c3)cccn2c1N(C)C(=O)c1ccncc1,nt,-8,11%,nt,-3%,0%,4%,1%,5%
CCn1cc(C(=O)NCCC(=O)NCCCO)c(=O)c2cc3c(cc21)OCO3,-1%,-13,4%,2%,4%,0%,-10%,3%,nt
Cc1cccc(N2CCN(C(=O)C3(S(=O)(=O)c4ccc(Cl)cc4)CC3)CC2)c1C,8%,-16,13%,-1%,5%,4%,-10%,13%,nt
c1ccc2c(c1)CCCN2Cc1nnnn1C1CCCC1,4%,-3,12%,-179%[0.0737 µM],-4%,?,7%,-7%,8%
Cc1ccc(C(=O)OCC(=O)Nc2sc3c(c2C#N)CCCC3)cc1NC(=O)c1ccco1,1%,-18,1%,13%,0%,9%,-19%,-16%,3%
O=S(=O)(c1ccc(F)cc1)N1CCN(Cc2cc3c(cc2Br)OCCO3)CC1,-35%,-2,-1%,5%,-3%,?,1%,-8%,-11%
Cc1cc(CN2CCCCC2)oc1C(=O)O,-4%,0,2%,-6%,-5%,3%,0%,5%,7%
Cc1ccc(NS(=O)(=O)c2csc(C(N)=O)c2)cc1C,-1%,32,-5%,?,-6%,-18%,0%,8%,-2%
CCOC(=O)N1CCN(C(=S)Nc2cccc(C)c2)CC1,-14%,12,8%,6%,6%,-18%,10%,18µM*,4%
CCOCCn1c(CC)nc2ccccc21,6%,5,14%,4%,4%,11%,1%,-2%,-21%
CCOc1ccc(OCCC(=O)OC(C)C(=O)Nc2ccc(Cl)cn2)cc1 (configuration not stated),-9%,16,0%,-1%,10%,-2%,-11%,-2%,5%
CCCNc1nc2c(c(=O)n(C)c(=O)n2C)n1Cc1ccc(F)cc1,-16%,13,-17%,8%,-5%,?,-4%,-25%,-16%
CC(Oc1cccc2cccnc12)C(=O)N/N=C/c1ccccc1 (configuration not stated),2%,-15,2%,3%,0%,9%,15%,?,-11%
COc1ccccc1CC(=O)Nc1ccc(S(=O)(=O)N(C)C2CCN(C)CC2)cc1,6%,-12,6%,1%,10%,2%,2%,6%,-6%

Brought forward from above: 3 compounds; new compounds follow.
molecule,SW480 rerep,IL1B secr inh,HT1080 IDH1KD tx,MCF10A rereplic,HT1080-NT tox,KB-3-1 tox,WRN inhibitor,KB-V1 cytotox,ATXN2 expr inh
CCCNc1nc2c(c(=O)n(C)c(=O)n2C)n1Cc1ccc(F)cc1,-16%,13,-17%,8%,-5%,?,-4%,-25%,-16%
CC(Oc1cccc2cccnc12)C(=O)N/N=C/c1ccccc1 (configuration not stated),2%,-15,2%,3%,0%,9%,15%,?,-11%
COc1ccccc1CC(=O)Nc1ccc(S(=O)(=O)N(C)C2CCN(C)CC2)cc1,6%,-12,6%,1%,10%,2%,2%,6%,-6%
O=C(COC(=O)c1ccc(OC(F)F)cc1)Nc1cccc(S(=O)(=O)NC2=NCCC2)c1,7%,15,?,-8%,5%,-2%,-5%,10%,1%
C#CCOCCOCCOCCNc1nc(N2CCN(C(=O)[C@H](CO)n3cc([C@@H](N)C(C)C)nn3)CC2)nc(N2CCN(C(=O)[C@H](CCC(=O)O)n3cc([C@@H](N)[C@H](C)CC)nn3)CC2)n1,-1%,42,12%,5%,12%,0%,-2%,0%,7%
COc1ccc(C(=O)Cc2cc(OC)c(OC)cc2[N+](=O)[O-])c(OC)c1,-4%,5,-6%,-3%,-9%,-7%,-7%,?,10%
O=C(NCCO)C(=O)Nc1cc2c3c(c1)CCN3C(=O)CC2,-6%,4,1%,-1%,6%,0%,3%,?,nt
Cc1nc2nc3c(cn2n1)C(=O)CC(c1ccccc1)C3 (configuration not stated),-10%,21,12%,3%,17%,-5%,-1%,?,-16%
CC(=O)c1cc2c(cc1NC(=O)CSc1nc3ccccc3o1)OCO2,0%,0,?,-4%,21%,-9%,3%,-5%,46%[activator]
COc1cc2c(c(OC)c1OC)C(=O)CC2,-15%,11,4%,-1%,0%,0%,-3%,0%,12%
Cc1noc(C)c1COc1ccc(C(=O)N2CCN(S(=O)(=O)c3ccc(F)cc3)CC2)cc1,-9%,4,-6%,1%,-7%,-13%,2%,8.2µM*,4%
Cc1cccc(CCNC(=O)C2CCC(CNS(=O)(=O)c3cccs3)CC2)c1 (configuration not stated),-4%,1,7%,-4%,-1%,15%,-33%,?,-1%
NNC(=O)c1oc2nc(-c3ccc(Cl)cc3)cc(-c3ccccc3)c2c1N,23µM*,-82*,?,8.2µM*,-21%,?,-11%,-6%,?
Cc1cc(C(=O)N2CCC(C)(C(=O)NS(=O)(=O)C3CC3)C2)n(C(C)(C)C)n1 (configuration not stated),nt,0,23%,nt,25%,14%,11%[57.1 µM],0%,9%
Cc1csc(NC(=O)CN2C(=O)c3ccccc3S2(=O)=O)n1,-21%,40,10%,4%,1%,14%,-1%,?,-15%
N#Cc1c(NC(=O)C2CC(c3c(F)cccc3Cl)=NO2)sc2c1CCC2 (configuration not stated),-6%,0,9%,?,2%,0%,-19%,0%,-2%
Cc1c(C)n2c(SCC(=O)N3CCCCC3)nnc2[nH]c1=O,-9%,5,16%,?,20%,8%,8%,14%,-2%
O=C(NC(Cc1ccccc1)C(=O)O)/C(=C/c1ccc([N+](=O)[O-])cc1)NC(=O)c1ccccc1Br (configuration not stated),-3%,7,18%,-6%,4%,0%,3%,14%,-1%

Continuation:
molecule,SW480 rerep,IL1B secr inh,HT1080 IDH1KD tx,MCF10A rereplic,HT1080-NT tox,KB-3-1 tox,WRN inhibitor,KB-V1 cytotox,ATXN2 expr inh
COc1ccc(C(=O)NC(=S)Nc2ccc(CN3CCOCC3)cc2)cc1OC,-10%,?,-2%,7%,3%,-5%,1%,-8%,nt
Nc1ccc(Nc2ccccc2N)cc1,?,6,?,27%,?,-13%,-28%,9%,-2%
CNC(=O)C1CC(=O)N(CCc2ccc(OC)cc2)C(=Nc2ccc(OC)cc2)S1 (configuration not stated),1%,10,2%,0%,9%,3%,2%,11%,-8%
Cc1ccc(NC(=S)NCCN(C2CCCCC2)C2CCCC2)cc1C,?,-67*,?,?,?,?,-3%,?,?
O=C(CN(Cc1ccc(F)cc1)C(=O)CNS(=O)(=O)c1ccc(F)cc1)NCC1CCCO1 (configuration not stated),-10%,-4,21%,0%,19%,3%,-2%,0%,-8%
COc1cccc(C(=O)OCCCN(C)C)c1,-3%,-3,7%,13%,12%,-1%,-4%,14%,0%
COCc1n[nH]c(=S)n1-c1ccccc1,2%,9,1%,1%,0%,5%,2%,2%,2%
CC1CCCN(CCC(=O)c2ccc(Br)cc2)C1 (configuration not stated),?,-15,0%,?,-19%,-1%,?,0%,2%
O=C1C2CC=CCC2C(=O)N1c1ccc(OCC(O)Cn2nnc3ccccc32)cc1 (configuration not stated),0%,50,-1%,4%,1%,?,14%,15µM*,-6%
CN(CC(=O)Nc1ccc(Cl)c(C(F)(F)F)c1)C(=O)Cc1n[nH]c(=O)c2ccccc12,4%,-3,-18%,14%,-2%,?,3%,0%,-7%
COC(=O)C1(C)CCC(C(=O)Nc2ccccc2)C1(C)C (configuration not stated),-1%,21,-1%,-1%,-1%,2%,-25%,-8%,8%
CCC(=NCCc1c(C)[nH]c2ccc(C)cc12)C1=C(O)CC(c2ccccc2)CC1=O (configuration not stated),2.6µM*,2,1.3µM*,?,?,0.73µM*,-4%,-17%,-14%
COc1cc(/C=C/C(=O)NC(C)C2CC3CCC2C3)cc(OC)c1OC (configuration not stated),-7%,27,-7%,?,0%,?,-1%,5%,7%
COc1ccc(C2(C)NC(=O)N(CC(=O)Nc3c(C)n(C)n(-c4ccccc4)c3=O)C2=O)cc1 (configuration not stated),-14%,26,3%,4%,-1%,-3%,-1%,0%,10%
N#Cc1ccc(CSc2nnc(-c3c[nH]c4ccccc34)n2-c2ccccc2)cc1,?,-67*,?,-6%,-18%,-14%,-4%,?,?

More entries.
molecule,SW480 rerep,IL1B secr inh,HT1080 IDH1KD tx,MCF10A rereplic,HT1080-NT tox,KB-3-1 tox,WRN inhibitor,KB-V1 cytotox,ATXN2 expr inh
Cc1[nH]c2ccccc2c1SCc1n[nH]c(=S)n1C,-11%,-21,0%,0%,8%,-2%,6%,-26%,nt
Cc1ccc(-c2csc3ncn(CC#N)c(=O)c23)cc1C,-7%,-3,-12%,?,-20%,12%,-11%[11.6 µM],21%,1%
CC1(NC(=O)c2cccc(S(=O)(=O)N3CCN(c4ccccc4)CC3)c2)CCS(=O)(=O)C1 (configuration not stated),-3%,-7,-9%,3%,-4%,-19%,-10%,-15%,5%
CCOC(=O)c1[nH]c2ccc(C)cc2c1N=CN(CC)CC,-1%,-19,-1%,-2%,0%,1%,3%,-20%,1%
CCNc1nc(Cl)nc(-c2cn(-c3ccccc3)c3ccccc23)n1,0%,17,-5%,11%,-8%,0%,-1%,-6%,nt
Cc1c(CNC(=O)c2nn3c(c2Cl)NC(c2ccccc2)CC3C(F)(F)F)cnn1C (configuration not stated),-13%,14,6%,-4%,-6%,-8%,-5%,21µM*,?
COC(=O)N/N=C/c1ccccc1OCCOc1ccc(OC)cc1,?,-11,-21%,?,?,-10%,-1%,-14%,21%
COCCn1ccc2c(OCC(=O)NCCc3ccccc3)cccc2c1=O,-490%[inhibitor],11,-1%,-13%,1%,21%,2%,-3%,10%
Cc1ccc(-c2nc3cc(C)c(Br)c(C)n3c2Cc2ccsc2)cc1,nt,0,?,nt,-29%,-20%,-5%,-15%,76%[activator]
